SW480 rerep – induces DNA re-replication in SW480 colon adenocarcinoma cells; Potency, µM (series often up to 46.1 µM), inactives show at the top dose re-replication activation, hits mostly activators; AID 624297; SW480 DNA re-replication, Hoechst DNA content imaging, 48 h; 1.8% of 340,000 active; note: potency is the fitted concentration of half-maximal effect; % of control where 0% means no effect; nearly all actives have a fitted effect of over 55% in size
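DNA re-replication was detected as more nuclei of elevated Hoechst intensity after 48 hr exposure to compound (23 nL pinned per well of 250 cells).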
MCF10A rerep – inducers of DNA re-replication in MCF 10A breast cells; MCF 10A DNA re-replication, Hoechst nuclear intensity, 48 h; Potency, µM (doses to about 46.1 µM), inactives show at the highest dose activity, positive = re-replication, actives largely listed as activators; 2.9% of 350,000 active; note: potency is the fitted concentration of half-maximal effect; % of control where 0% means no effect; nearly all actives have a fitted effect of over 50% in size
KB-3-1 tox – KB-3-1 parental cell cytotoxicity. KB-3-1 viability, CellTiter-Glo ATP luminescence, 72 h. Potency, µM (series often up to 46.1 µM), inactives show at the highest dose activity change, negative = cytotoxic, usual class: cytotoxic. 1.4% of 400,000 active. AID 1347075; note: potency is the fitted concentration of half-maximal effect; % is set by controls: 0 for no effect and ±100 for the full control effect; nearly all actives have a fitted effect of over 60% in size
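Parental KB-3-1 viability, qHTS format: 72 h compound exposure, 37 °C; CellTiter-Glo; media-only wells and DMSO plates as controls; concentration-effect fits on corrected data.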
ATXN viability – viability counter-screen for ATXN expression inhibitors. S2 cells (HEK-293 line with an ATXN2-luciferase reporter) viability, CellTiter-Fluor protease fluorescence, 24 h. AID 651635. Potency, µM (series often up to 56.7 µM), actives largely listed as cytotoxic. 0.49% of 400,000 active; note: potency is the fitted concentration of half-maximal effect; nearly all actives have a fitted effect of over 40% in size
IL-1B inflam inh – inflammasome signaling inhibition, IL-1 beta readout. activity change, % at 57.5 µM. 4.7% of 360,000 active. AID 743279. THP-1 LPS/ATP IL-1B secretion, AlphaLISA, 16 h; stronger effect = lower value; in the data active = activity change below about -50%; inconclusive = mostly about -30% to -49%; note: % is set by controls: 0 for no effect and ±100 for the full control effect
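Secreted IL-1B measured by AlphaLISA bead assay after 16 h compound exposure of THP-1 cells; compounds (final up to 57.5 uM) added 1 h before LPS (250 ng/mL) and ATP (1.25 mM) stimulation; lower signal means less secretion.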
KB-V1 cytotox – KB-V1 MDR subline cytotoxicity; 3.4% of 400,000 active; Potency, µM (highest dose often 46.1 µM), without a hit: top-dose activity change, negative = cytotoxicity, actives largely listed as cytotoxic; KB-V1 MDR cells viability, CellTiter-Glo, 72 h; note: potency is the fitted concentration of half-maximal effect; % is set by controls: 0 for no effect and ±100 for the full control effect; nearly all actives have a fitted effect of over 60% in size
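In this primary screen, KB-V1 cells overexpressing P-gp are incubated with library compounds (lowest to highest concentration) for 72 h at 37 degrees C before a luminescent ATP viability read.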
HT1080 IDH1KD tx – toxicity to HT-1080 IDH1 knockdown cells (counter line); 2% of 360,000 active; Potency, µM (series often up to 46.1 µM), without a hit: top-dose activity, negative = toxicity, usual class: cytotoxic; HT-1080 IDH1 knockdown viability, ATP luminescence, 48 h;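 note: potency is the fitted concentration of half-maximal effect; 0% = DMSO wells and -100% = cell-free medium wells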
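Knockdown cells (IDH1KD HT-1080) received compounds 2 h after plating at 750 cells/well and were kept 48 h at 37 °C in 5% FBS RPMI. A CellTiter-Glo luminescence read gave % activity for curve fitting.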
ATXN2 expr inh – reduces ATXN2 reporter expression in HEK-293 cells | HEK-293 ATXN2-luciferase reporter, luminescence, 24 h | Potency, µM (series often up to 57 µM), for inactives: at the highest dose activity change, negative = inhibition, usual class: inhibitors | 0.72% of 360,000 active | AID 1745845; note: potency is the fitted concentration of half-maximal effect; % is set by controls: 0 for no effect and ±100 for the full control effect; nearly all actives have a fitted effect of over 55% in size
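qHTS (up to 57 uM final) was run with 24 h compound exposure of reporter cells at 37 °C. Each well was multiplexed: SteadyGlo luminescence measured ATXN2-luciferase expression after a fluorogenic Gly-Phe-AFC viability readout (25 uM final).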
HT1080-NT tox – kills 2HG-producing HT-1080-NT fibrosarcoma cells. HT-1080-NT fibrosarcoma viability, CellTiter-Glo ATP luminescence, 48 h. Potency, µM (top dose mostly 46.1 µM), for the others: top-dose activity, negative = less viability, most hits filed as cytotoxic. 1.6% of 360,000 active;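 note: NT is the 2HG producing partner of a matched IDH1 knockdown line; potency is the fitted concentration of half-maximal effect; 0% = DMSO-treated cells and -100% = media-only wells without cells; nearly all actives have a fitted effect of over 55% in size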
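Viability of the 2HG-overproducing fibrosarcoma line after 48 hours of compound exposure at 37 degrees C was determined by luminescence with CellTiter-Glo, and concentration-effect curves were then fitted and categorized.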
An asterisk follows results filed as active; i = inactive; ? = inconclusive; / = no result given; & = joins results of further samples; [ ] = remark or other dose. Unless noted, calls come from the whole dose curve; as a rule, active = well fitted curve in the direction sought with a large enough effect; inconclusive = small, poorly fitted or top-dose-only effect, or another doubt; inactive = no such curve, though single readings can be large; an effect the other way counts as inactive or inconclusive. The order is random; 11% or so of the library scored in one or more.

Order of results – SW480 rerep | MCF10A rerep | KB-3-1 tox | ATXN viability | IL-1B inflam inh | KB-V1 cytotox | HT1080 IDH1KD tx | ATXN2 expr inh | HT1080-NT tox
1	CC(C)(C)C(=O)NC(=S)Nc1cc(C(=O)O)ccc1Cl
 : 0% | -20% | -1% | i | 9 | 2% | -3% | 0% | -2%
2	Cc1cc(-c2nn3c(-c4ccccc4)nnc3s2)c2ccccc2n1
 : 8% | -2% | ? | i | 19 | 1µM* | -17% | -15% | -2%
3	O=C(c1cncc(Br)c1)N1CCN(c2ccc(N3CCOCC3)nn2)CC1
 : 2% | 14% | 7% | i | 18 | 8% | 2% | -1% | -4%
4	COc1ccc(Cc2nc3ccccc3[nH]c2=O)cc1
 : -2% | -1% | 14%&3% | i | 39 | -3%&10% | 3% | 8%&-5% | -2%
5	COc1ccc(O)c(/C=N/NC(=O)CN2CCS(=O)(=O)CC2)c1
 : ? | -1% | -2% | i | 68 | -10% | ? | -12% | -4%
6	CCCCOc1ccc(/C(O)=C(\C#N)c2nc3ccccc3[nH]2)cc1
 : 3% | 1% | 3% | i | 4 | 5% | 11% | 20% | 2%
7	CC(C)(C)NC(=O)c1ccc2c3c(cccc13)CC2
 : -12% | 3% | -5% | i | 14 | -16% | 3% | -12%[11.3 µM] | 10%
8	O=C(NCCN1C(=O)S/C(=C/c2cccnc2)C1=O)c1ccc(S(=O)(=O)N2CCCC2)cc1
 : -5% | -2% | 2% | i | 26 | 18% | -23% | 5% | -20%
9	C=CCNC(=O)c1ccc2nccnc2c1
 : 5% | -25% | 0% | i | -2 | 15% | -3% | 0% | -15%
10	Oc1ccccc1/C=N/N1CCN(c2ccccn2)CC1
 : 16% | 0% | -1% | i | -13 | 20% | 6% | 18% | 28%
11	Cc1cccc(C)c1NC(=O)c1c(C)oc2c1C1=NCCN1C=N2
 : / | / | 6% | i | / | 16% | / | 0% | /
12	Cc1ccccc1NC(=O)COc1coc(CN2CCN(c3ccccc3)CC2)cc1=O
 : -24% | 3% | -3% | i | 6 | -13% | 1% | -8% | -1%
13	CC1(C)CC(=O)C2=C(C1)Nc1ccccc1NC2c1cccs1 (stereo not drawn)
 : -2% | -7% | 0% | i | 1 | -4% | 26% | -10% | 9%
14	CCOc1ccc(CCNC(=O)CCc2nnc3ccc(N4CCCC4)nn23)cc1OCC
 : 2% | -3% | 9% | i | 14 | 29% | 1% | 3% | 0%
15	COc1cc(/C=N/NC(=O)C(=O)Nc2ccccn2)ccc1O
 : 0% | 0% | 12% | i | 7 | 2% | 9% | 7% | 13%
16	COc1ccccc1CNC(=O)c1cc(-c2ccc(F)cc2C)n[nH]1
 : / | / | 0% | i | ? | -3% | -17% | -5% | -15%
17	COc1ccc2oc(C(=O)NCc3cc(OC)c(OC)cc3OC)c(C)c2c1
 : -21% | ? | -14% | i | -14 | ? | -20% | -21% | -24%
18	O=C(O)c1cnn2c(-c3ccc(F)cc3)ccnc12
 : 1% | -1% | ? | i | 24 | 8% | 4% | 26% | 6%
19	O=[N+]([O-])c1ccc(C(c2sc3nc(-c4ccco4)nn3c2O)N2CCN(Cc3ccccc3)CC2)cc1 (stereo not drawn)
 : / | / | 1% | i | / | 0% | / | 11% | /
20	CCC(C)(C)NC(=O)C(C)OC(=O)c1nsc(Cl)c1Cl (stereo not drawn)
 : -9% | 0% | 5% | i | 2 | -10% | -5% | 6% | -2%
21	O=C(C1CCCN(S(=O)(=O)c2cnc[nH]2)C1)N(CCc1ccccc1)Cc1ccccc1 (stereo not drawn)
 : -1% | -6% | -13% | i | -12 | 0% | 5% | 8% | 1%
22	CCOc1ccc(S(=O)(=O)N2CCN(S(=O)(=O)c3ccc(C(C)=O)cc3)CC2)cc1
 : -15% | -3% | 10% | i | 4 | 20% | 9% | 1% | 6%
23	CCOC(=O)c1cc(-c2ccccc2)sc1NC(=S)Nc1cccc(C)n1
 : -4% | ? | -2% | i | 32 | 1% | 6% | -20% | 10%
24	COc1cc(-c2cc3nc(NCc4ccco4)ccn3n2)cc(OC)c1OC
 : / | / | -23% | i | -12 | ? | ? | 23% | ?
25	CNc1nc(SCc2ccccc2Cl)nc2c1CCCC2
 : 0%[9.22 µM] | 18µM* | -21% | i | -18 | ? | 33µM* | -20% | ?
26	COc1ccc(S(=O)(=O)N(C)c2ccc(OC(=O)C(C)Oc3ccc(F)cc3)cc2)cc1 (stereo not drawn)
 : -5% | 0% | -17% | i | 9 | 0% | -14% | -5% | -6%
27	CSCCC(NC(=O)COc1ccccc1)C(=O)N1CCC(C(N)=O)CC1 (stereo not drawn)
 : -17% | -6% | 16% | i | -9 | ? | 13% | 3% | 13%[9.24 µM]
28	COc1ccc(C(=O)NC2CCN(C(=S)NCc3ccco3)CC2)cc1
 : 2% | -2% | 0% | ? | 5 | -10% | 26% | -22% | 0%
29	O=C(c1[nH]ncc1[N+](=O)[O-])N1CCOCC1
 : -5% | 0% | 0% | i | -14 | ? | 17% | 1% | -2%
30	COc1ccc(CNC(=O)CCCn2nc(C)c([N+](=O)[O-])c2C)cc1
 : -2% | 4% | 3% | i | -13 | 26µM* | 8% | 4% | 6%
31	Cc1cc(SCC(=O)NN)c2cc(Br)ccc2n1
 : ? | 9.2µM* | -28% | i | -92* | -28% | -24% | ? | ?
32	CC(C)(C)NC(=O)CN(C(=O)c1snc(C(=O)NC2CCCCC2)c1N)c1ccccc1F
 : ? | ? | ? | i | ? | ? | -15% | -13% | -11%
33	CN1CCN(S(=O)(=O)c2cccc(C(=O)NCCOc3ccccc3)c2)CC1
 : -5% | 17% | -1% | i | 0 | ? | -4% | 0% | 1%
34	CCNc1nc(Oc2c(Cl)cccc2Cl)cc(C(F)(F)F)n1
 : -7% | ? | -26% | i | 16 | -9% | -11% | ? | -1%
35	COc1ccc(CCN2C(=O)CSC2=S)cc1OC
 : 15µM* | 12µM* | 6.5µM* | 22µM* | -73* | 5.8µM* | 23µM* | ? | ?
36	CSc1nc(N(C)C)nc(N(C)C#N)n1
 : -8% | -3% | -21% | i | -28 | -13% | -1% | -7% | -17%
37	Cc1nnc(SCC2=C(C(=O)O)N3C(=O)C(NC(=O)Cn4nc(C(F)F)c(Cl)c4C)C3SC2)s1 (stereo not drawn)
 : -1% | 4% | 16% | ? | 0 | -4% | 10% | -10% | 1%
38	COc1cccc2c(SCC(=O)N/N=C/c3ccc(O)cc3O)cc(C)nc12
 : 7.3µM* | 15µM* | ? | i | -88* | -10% | ? | ? | ?
39	O=C(O)CCCC(=O)Nc1cccc(C(=O)Nc2ccccc2C(=O)O)c1
 : 21% | 1%[9.22 µM] | 19% | i | 18 | 3% | 4% | 7% | 9%
40	CCCCCCn1c(=O)n2n(c1=O)[C@@H]1CN(S(=O)(=O)c3ccc(C)cc3)C[C@]1(O)[C@@H](OC(=O)NCc1ccco1)C2
 : / | / | 3% | i | ? | -1% | 1% | -11% | 0%

Some of these compounds in order of the SW480 rerep value, falling.
cpd | Structure | SW480 rerep
39 | O=C(O)CCCC(=O)Nc1cccc(C(=O)Nc2ccccc2C(=O)O)c1 | 21%
1 | CC(C)(C)C(=O)NC(=S)Nc1cc(C(=O)O)ccc1Cl | 0%
20 | CCC(C)(C)NC(=O)C(C)OC(=O)c1nsc(Cl)c1Cl (stereo not drawn) | -9%

(further entries)
Order of results – SW480 rerep | MCF10A rerep | KB-3-1 tox | ATXN viability | IL-1B inflam inh | KB-V1 cytotox | HT1080 IDH1KD tx | ATXN2 expr inh | HT1080-NT tox
41	NC(=O)Cn1c(=O)n(-c2ccccc2)c(=O)c2oc3ccccc3c21
 : 10% | 0% | -9% | i | -50* | 0% | 9% | -12% | ?
42	CCOC(=O)[C@@H]1CCNC[C@@H]1c1ccccc1
 : -3% | ? | -1% | i | -2 | 0% | 12% | -9% | 9%
43	CCc1ccc(NC(=O)Cn2c(=O)c3cccn3c3ccccc32)cc1
 : -12% | -4% | -2% | ? | -1 | -22% | ? | / | ?
44	Cc1nn(CC(C)C)c(Cl)c1C(=O)N(C)CC(=O)Nc1c(Cl)cccc1Cl
 : ? | -40%[inhibitor] | 8% | i | i | ? | -2% | -14% | 1%
45	C/C(=N\NC(=S)Nc1ccccc1)C1Cc2ccccc2C(=O)O1 (stereo not drawn)
 : -125%[inhibitor] | -4% | 9% | i | 33 | -6% | 6% | 2% | 17%
46	O=C1Nc2cc(C(=O)N3CCC(N4CCCCC4)CC3)ccc2S/C1=C\c1ccccc1
 : -9% | 2% | -13% | / | ? | ? | -12% | / | -11%
47	c1ccc(Cn2ccnc2SCc2nnc(-c3ccccc3)o2)cc1
 : 1% | -5% | -18% | i | 12 | ? | -2% | 13% | 7%
48	O=C(CCNC(=O)c1ccccc1)Oc1ccc([N+](=O)[O-])cc1
 : 0% | -3% | 3% | i | 5 | -1% | -5% | ? | -2%
49	Brc1cccc(-c2n[nH]c(-c3ccccc3)n2)c1
 : 7% | ? | 8% | ? | ? | -7% | -6% | 74%[activator] | -6%
50	CCOC(=O)c1ccc(N2C(=O)c3n[nH]c(-c4cccs4)c3C2c2ccc(OC)cc2OC)cc1 (stereo not drawn)
 : / | / | ? | i | / | 26µM* | / | 8% | /
51	COc1ccccc1C(=O)NC(CCSC)C(=O)OC(C)C(N)=O (stereo not drawn)
 : -4% | -10% | 28% | i | 3 | 0% | 18% | / | 12%
52	CC#CCN1c2ccccc2[C@]23C[C@@H](C(=O)OC)N=C2NC(C(=O)OC)=C(C(=O)OC)[C@H]13
 : 12%[9.22 µM] | ? | -1% | i | 0 | 0% | 19% | 5% | 9%
53	Cc1cc(C)cc(OCC(=O)OCC(=O)c2ccc3c(c2)NC(=O)CO3)c1
 : 2% | ? | 7% | i | 16 | 2% | -3% | -4% | -21%
54	COc1ccc(CC(NC(C)=O)C(=O)NC2CCN(C(=O)C3CCCCC3)CC2)cc1OC (stereo not drawn)
 : 3% | 0% | -3% | i | 24 | 17% | 7% | -12% | 0%
